Compound activity from PubChem.
RT RNaseH block = inhibitors of HIV-1 reverse transcriptase RNase H; P04585; RT-RNase H RNA/DNA duplex cleavage, fluorescence; inhibition, % at 10 µM; 65,000 tested, 1.9% active; in the data active means inhibition above about 50%
RmlCD inh mix = mixture blocks RmlC and RmlD coupled enzyme activity; RmlC/RmlD coupled enzyme inhibition, 384-well mixture HTS; inhibition, % at 5.5 µM; 110,000 tested, 0.39% active; in the data active means inhibition above about 30%, passing the limit was not always enough; further: strong numbers were not always called active
* = called active by the depositor; x = no result given.

SMILES	RT RNaseH block	RmlCD inh mix
Cc1nn(Cc2ccccc2)c(Cl)c1C(=O)OC1CCOC1=O (configuration not stated)	-22	1
CCn1c(SCC(=O)NCC2CCCO2)nc2cc(S(=O)(=O)N3CCCCC3)ccc21 (configuration not stated)	1	-6
Fc1ccc(-c2nnc(-c3ccc(Cl)cc3)o2)cc1	-12	-16
Cc1cccc(Cc2c(C)nc3c(C(=O)NCc4ccco4)cnn3c2C)c1	-34	3
CCOC(=O)NC(NCCc1ccccc1)(C(F)(F)F)C(F)(F)F	x	-6
O=C(CCNS(=O)(=O)c1cccc2nonc12)NCc1cccs1	-21	-10
O=S(=O)(CCc1nc2ccccc2o1)c1ccc2ccccc2c1	x	-44
O=C(O)CCS(=O)(=O)c1nc(-c2cccs2)cc(C(F)(F)F)n1	x	-3
CCN1C(=O)CS/C1=N\c1nccs1	4	1
N#CCSc1nnc(CNc2cccc(Cl)c2)o1	-8	2

Two entries from above, with two lines to a compound.
The line under a structure holds: RT RNaseH block	RmlCD inh mix
- CCOC(=O)NC(NCCc1ccccc1)(C(F)(F)F)C(F)(F)F
    x	-6
- O=C(CCNS(=O)(=O)c1cccc2nonc12)NCc1cccs1
    -21	-10

New compounds follow
SMILES	RT RNaseH block	RmlCD inh mix
COc1cc(-c2ccc3oc(-c4ccsc4)c(C#CC4(O)CCCCC4)c3c2)cc(OC)c1OC	x	-31
O=c1cc(CN2CCc3ccccc32)nc2sccn12	26	15
Cc1cc(Nc2ccccc2)nc(N)n1	x	-8
Cc1cccc(NC(=S)NC(=O)c2cc(-c3ccccc3)nc3ccccc23)c1	x	17
COc1ccc(CCN(Cc2cccs2)S(=O)(=O)c2ccc(-n3cnnn3)cc2)cc1OC	-21	x
O=C1N2CN(C(c3ccccc3)c3ccccc3)CN=C2SC1(CO)CO	-2	-19
Cn1c(CN2CCN(CC#N)CC2)c(C#N)c2ccccc21	x	-2
O=C1NC[C@H](Cc2ccccc2)N(CC2CCCCC2)C1=O	x	-313
O=C(CCN1CCOCC1)NCC(=O)Nc1ccc(Br)cc1C(=O)c1ccccc1	6	-53
O=S(=O)(CCn1cccc1)CCn1cccc1	0	-8
COc1cc(/C=N/n2cnnc2)ccc1OC(=O)N(C)C	-1	5
CCOC(=O)CCc1c(C)c(C#N)c2nc3ccccc3n2c1-n1ccnc1	0	x
CCCC(=O)Nc1ccccc1NC(=O)C1CCCCC1	4	-37
FC(F)(F)c1nnc2c(Sc3ccccc3)nc3ccc(Cl)cc3n12	x	11
Cc1ccc(Cl)cc1-n1c(O)c(C=NCCCN2CCOCC2)c(=O)[nH]c1=O	-5	-10
COc1cc(O)c(C(CC(=O)N2CCOCC2)c2cc(OC)c(OC)c(OC)c2)c(OC)c1 (configuration not stated)	x	5
CCCNS(=O)(=O)c1ccc(CCC(=O)N2CCCCC2)cc1	-10	10
COCCn1nnnc1C(c1ccc2ncccc2c1)N1CCc2ccccc21 (configuration not stated)	5	8
COCCn1c(=O)[nH]c2cc(C(=O)NCCN3CCN(c4ccc(OC)cc4)CC3)ccc2c1=O	x	-21
CCOC(=O)C(=O)/C(C#N)=C/Nc1ccc(F)cc1	x	-8
COCCN1C(=O)N[C@@H](c2cccc(C(F)(F)F)c2)[C@@H](C(=O)OC)[C@H]1C	x	2
Cc1nn(C2CCCCC2)c(N)c1-c1ccccc1	-3	7
COc1ccccc1NS(=O)(=O)c1cccs1	x	-4
CCCCNC(=O)c1onc(CSc2ccc(Cl)cc2)c1C(=O)O	x	-5
O=C(CSCc1cccc(F)c1)N1CCN(c2ccccc2)CC1	-3	-13
O=C(Nc1ccc(F)cc1)NC1CCN(Cc2nnnn2Cc2ccco2)CC1	-2	14
CCOC(=O)CN(C(=O)CNC(=O)c1cccs1)C(C(=O)NC1CCCCC1)c1cccs1 (configuration not stated)	x	7
O=C(Cn1nnc(-c2ccccc2-n2cnnn2)n1)c1ccccc1	1	-9
O=C(Nc1ccc(F)cc1)c1ccccc1CC[N+](=O)[O-]	x	-6
Cc1ccccc1C(=O)/C=C1\NC(=O)CS1	-6	7
O=C(CNC(=O)c1cccs1)NCC(=O)OCc1c(Cl)cccc1Cl	x	6
CC(CN(C)Cc1ccccc1)OC(=O)c1cccs1 (configuration not stated)	13	2
O=C1/C(=C/c2ccccc2)NC(=S)N1C(c1ccccc1)c1ccccc1	x	-8
COc1ccc(O)c(-c2[nH]ncc2C(=O)c2ccccc2C)c1	-6	4
O=C(Nc1c(F)cc(F)cc1Br)c1cccnc1	1	-8
C=CCSc1nnc(-c2c[nH]c3ccccc23)n1CC	-2	6
CN1CCN(C(=O)NC2CCCN2S(=O)(=O)c2ccc(Cl)cc2)CC1 (configuration not stated)	-6	-18
O=c1c2ccccc2nc2sc3ccccc3n12	-24	4
COc1ccc(N2C(C(C)=O)=NN(c3ccccc3)C2c2cccs2)cc1 (configuration not stated)	x	-16
COc1cc2nc(C3CC3)n(NC(=O)c3ccc(Cl)cc3)c(=O)c2cc1OC	13	-5
CSc1ccccc1NC(=O)CN(C1CCCCC1)S(C)(=O)=O	x	22
C/C(NCCN1CCOCC1)=C(\C#N)C(N)=O	1	4
O=C(Nc1ccc(-n2ccnc2P(=O)(O)c2ccccc2)cc1)c1ccccc1Cl	x	2
COC(=O)C(O)(CC(=O)Nc1ccc(Cl)cc1Cl)C(F)(F)F (configuration not stated)	x	-12
O=C1c2cccnc2C(=O)N1Cc1ccccc1	-17	8
CC(C)CC(=O)n1sc(NC(=O)c2ccccc2)nc1=O	x	3
Cc1c(C(=O)NC2CC2)oc2ccc(S(=O)(=O)N3CCCCCC3)cc12	-6	-20
Cc1ccc(C)c(N2CCN(C(=O)CN(C)S(=O)(=O)c3ccc4c(c3)CCC(=O)N4)CC2)c1	-2	-6
CC(C)(C)C(=O)Nc1sc2c(c1C#N)CCCCC2	x	-15
N#CCCn1ncc2ccccc21	-10	-23

One compound at a time, as listed above.
Shown for O=C(Nc1ccc(-n2ccnc2P(=O)(O)c2ccccc2)cc1)c1ccccc1Cl : RT RNaseH block = x; RmlCD inh mix = 2
Shown for COC(=O)C(O)(CC(=O)Nc1ccc(Cl)cc1Cl)C(F)(F)F (configuration not stated) : RT RNaseH block = x; RmlCD inh mix = -12
Shown for C/C(NCCN1CCOCC1)=C(\C#N)C(N)=O : RT RNaseH block = 1; RmlCD inh mix = 4

New compounds follow
SMILES	RT RNaseH block	RmlCD inh mix
CCCSCCCNC(=O)Cn1cc2c(n1)CCCCC2	-3	-9
COc1ccc(C(=O)Nc2cccc3cccnc23)cc1OC	x	13
CCCCc1n[nH]c2c1/C(=N/O)CC(c1ccccc1)C2 (configuration not stated)	2	17
Cc1cnn(Cc2ccccc2)c1N	-1	2
Nc1ccc(S(=O)(=O)N2CC3CC(C2)c2cccc(=O)n2C3)cc1 (configuration not stated)	-8	-107
Cc1nn(C)cc1CNC(=O)c1cnn2c(C(F)F)cc(C3CC3)nc12	-17	-4
O=C(ON=C1CCSCC1)c1ccccc1	x	7
COc1nc(NC(C)=O)nc(C)c1Br	x	8
Cc1ccc(-c2cc(=O)c3ccccc3[nH]2)cc1	x	6
Cc1ccc(-c2nc3cccnc3o2)cc1NC(=O)COc1ccc(Cl)cc1C	53*	-33
COc1ccc(CCNC(=O)CN(C)S(=O)(=O)c2cccs2)cc1OC	-5	-9
COc1cccc(-n2nc(-c3ccnn3-c3ccc(F)cc3)c(=O)n(C)c2=O)c1	x	-4
O=C(CCl)Nc1cccn2ncnc12	x	5
Cn1c(C(=O)NC2CCCCCC2)cc2c(=O)n(C)c3ccccc3c21	2	6
Cc1ccccc1Cn1nnc(-c2cccc(C(=O)O)c2)n1	-14	19
Cc1ccc(CNC(=O)CN2CCN(Cc3ccc(Cl)cc3)C2=O)cc1	21	-6
CC(=O)n1cc(C2C(=O)CCCC2=O)c2ccccc21	4	34
COc1ccc(NC(=O)c2ccccc2NC(=O)NC2CCCCC2)cc1	x	7
O=C1NCC(c2ccccc2)C1C(=O)N/N=C\c1ccc(-c2ccc(Cl)c(Cl)c2)o1 (configuration not stated)	x	13
CC1(C)SC(=S)N(NC(=O)Nc2ccccc2)C1N(O)C(=O)Nc1ccccc1 (configuration not stated)	x	2
O=C(O[C@@H]1Cc2c(O)cc(O)cc2O[C@@H]1c1cc(O)c(O)c(O)c1)c1cc(O)c(O)c(O)c1	x	-3
COc1ccc(NC(=S)NC(NC(=O)c2cccc(C)c2)C(Cl)(Cl)Cl)c([N+](=O)[O-])c1 (configuration not stated)	x	19
Cc1ccc(-c2noc(CN(C(=O)CCCN3C(=O)c4ccccc4C3=O)C(C)C)n2)cc1	-2	-10
Cc1ccc(S(=O)(=O)n2[nH]c(=O)cc2NC(=O)c2cccs2)cc1	x	12
CCCC(=O)NC(c1ccco1)c1cc(Cl)c2cccnc2c1O (configuration not stated)	-10	-64
COc1cc(OC)cc(C(=O)N2CCN(c3ncccn3)CC2)c1	-3	3
CCN1C(=O)C2(C(C(=O)c3ccc(C)o3)=C(O)C(=O)N2CCCN2CCOCC2)c2ccccc21 (configuration not stated)	-8	9
C[C@@H](CO)NC(=O)c1ccc2c3n(nc2c1)-c1ccc(Cl)cc1CO3	x	-11
Cn1c(=O)c2cc(S(=O)(=O)NC(C(=O)NC3CCCCC3)c3ccccc3)ccc2n(C)c1=O (configuration not stated)	x	4
Cc1ccc(C(=O)NNC(=O)c2cc(OCC(F)(F)F)ccc2OCC(F)(F)F)cc1	x	-8
CC(C)CC(=O)N[C@H](C(=O)N[C@H](C(=O)N[C@@H](CC(C)C)[C@@H](O)CC(=O)N[C@@H](C)C(=O)N[C@@H](CC(C)C)[C@@H](O)CC(=O)O)C(C)C)C(C)C	x	11
O=C(c1cc(-c2ccc(F)cc2)on1)N1CCCC1	0	x
CCc1ccc(CN2CC(C(=O)O)CC2=O)cc1 (configuration not stated)	x	-7
CC(=O)C1C(c2ccc(OC(F)F)cc2)NC(=O)NC1(O)C(F)(F)F (configuration not stated)	-7	-4
CC(C)(C)NC(=O)C(c1ccncc1)N(C(=O)Cn1nnc(-c2cccs2)n1)C1CCCCC1 (configuration not stated)	x	4
CCCCc1nc2n[nH]c(N)c2c2c1CCC2	-15	11
Cc1ccc(-c2nc(CS(=O)CC(=O)N3CCC4(CC3)OCCO4)c(C)o2)cc1 (configuration not stated)	-11	-4
COC(=O)c1cc(Cl)c(NC(=O)c2ccco2)cc1OC	-28	-7
CCOC(=O)Cc1nnc(NC(=O)c2ccccc2OCC)s1	-12	8
CCN1C(=O)N[C@@H](CCc2ccccc2)[C@H](C(=O)OC)[C@H]1C	x	6

Of the compounds above, these contain a furan ring, fused or not:
SMILES	RT RNaseH block	RmlCD inh mix
Cc1cccc(Cc2c(C)nc3c(C(=O)NCc4ccco4)cnn3c2C)c1	-34	3
COc1cc(-c2ccc3oc(-c4ccsc4)c(C#CC4(O)CCCCC4)c3c2)cc(OC)c1OC	x	-31
O=C(Nc1ccc(F)cc1)NC1CCN(Cc2nnnn2Cc2ccco2)CC1	-2	14
Cc1c(C(=O)NC2CC2)oc2ccc(S(=O)(=O)N3CCCCCC3)cc12	-6	-20
O=C1NCC(c2ccccc2)C1C(=O)N/N=C\c1ccc(-c2ccc(Cl)c(Cl)c2)o1 (configuration not stated)	x	13
CCCC(=O)NC(c1ccco1)c1cc(Cl)c2cccnc2c1O (configuration not stated)	-10	-64
CCN1C(=O)C2(C(C(=O)c3ccc(C)o3)=C(O)C(=O)N2CCCN2CCOCC2)c2ccccc21 (configuration not stated)	-8	9
COC(=O)c1cc(Cl)c(NC(=O)c2ccco2)cc1OC	-28	-7

Next entries follow.
SMILES	RT RNaseH block	RmlCD inh mix
COCCNC(=O)COc1ccc(Nc2ccccc2)cc1	7	-30
O=C1N[C@H](C(=O)O)CS1	x	-52
O=C(NCc1ccco1)c1ccc(S(=O)(=O)N2CCCc3ccccc32)cc1	-3	1
CCOC(=O)c1ccccc1NCN1C(=O)CSC1=O	-6	-27
CC1Cc2ccccc2N1C(=O)CCNS(=O)(=O)c1ccc2c(c1)CCC(=O)N2 (configuration not stated)	-6	-5
COc1ccc2c(Cl)c(-c3nnco3)sc2c1	-6	1
COc1ccccc1NS(=O)(=O)c1cccc(NC(=O)c2nc3nc(C)cc(C)n3n2)c1	x	4
O=C(NCC(c1cccnc1)N1CCOCC1)C1CCCCC1 (configuration not stated)	2	-10
O=c1oc2ccc3ccccc3c2cc1-c1nc2ccccc2o1	x	-314
Cc1cnc(NC(=O)CSc2nc3ccccc3c(=O)[nH]2)s1	-45	-14
O=C(c1ccccc1)[C@H]1[C@H](c2ccccc2)[C@@]2(N=C(c3ccccc3)OC2=O)C2c3ccccc3C=NN21 (some centres not stated)	x	7
CC(C)CCN1C(=O)c2ccc(-c3nc4ccccc4c(=O)o3)cc2C1=O	x	-44
COc1cc(OC)nc(NC(=O)NS(=O)(=O)c2ccc(OC(F)(F)F)cc2)n1	-5	0
CCOc1ccc2nc(N3CCOCC3)nc(C)c2c1	-10	-30
COC(=O)C1=C(N)Oc2cc(C)n(C)c(=O)c2C1c1ccc(Cl)c(Cl)c1 (configuration not stated)	-1	19
COc1ccc(C(C(=O)NCc2ccccc2)N(Cc2cccs2)C(=O)c2cnccn2)cc1 (configuration not stated)	x	9
Cc1cc(C)nc(Nc2nc(=O)c3ccccc3s2)n1	-30	11
CCOC(=O)C1=C(C)Nc2nnnn2C1c1cccnc1 (configuration not stated)	x	-8
CCOC(=O)C(C(=O)OCC)C(=O)c1cc(OC)c(OC)c(OC)c1	-2	-11
COc1ccc(Cl)cc1S(=O)(=O)n1cnc2ccccc21	-103	7
NC(=O)CC[C@@H]1NC(=O)[C@H](Cc2ccc(O)cc2)NC(=O)c2cc([N+](=O)[O-])cc(F)c2OCC[C@@H](C(N)=O)NC1=O	x	2

Only part of the results is shown; count on the stated rates, not on these rows.
